ERG Ets-DNA blk = inhibitors of human ERG Ets domain-DNA interaction; P11308; fluorescence polarization, His-ERG Ets domain / labelled DNA; Potency, µM (top dose mostly 76.9 µM), without a hit: top-dose FP activity, negative = inhibition, actives largely listed as inhibitors; 0.028% of 370,000 active; AID 624246; active = well fitted inhibition curve with a large enough effect in the polarisation, with a control signal flat; inconclusive = small, poorly fitted or top-dose-only effect, or effect the other way, or a change in a side signal; inactive = no such curve, though single readings can be large or run the other way; the % refers to the polarisation;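 also: polarization taken with two DNA probes labelled with fluorescein and Texas red; potency is read from the fitted curve at half-maximal effect; % of control where 0% means no effect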
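His-tagged ERG Ets domain (1 uM in the protein solution; 300mM KCl, 50mM Tris-HCl, 1mM EDTA, 1mM DTT, pH 7.5) received compound, then a probe mix of 5 nM fluorescein-DNA and 100nM Texas-615-DNA. Fluorescence polarization was read for both dyes.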
ALOX12 inh = inhibitors of human 12S-lipoxygenase ALOX12. P18054. Potency, µM (doses to about 108 µM), without a hit: at the top dose activity change, negative = inhibition, actives largely listed as inhibitors. AID 1671190. purified 12hLO, xylenol orange hydroperoxide absorbance. 1.1% of 580,000 active; also: potency is read from the fitted curve at half-maximal effect; % is scaled to controls: 0 for no effect and ±100 for the full control effect
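Hydroperoxide product was detected by ferrous iron/xylenol orange as the 573 to 405 nm absorbance ratio. Arachidonic acid at 40 uM (final) was turned over for 30 min at room temperature by 150 nM human 12hLO, pH 7.0 Hepes buffer, after 15 min compound preincubation.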
Apoferritin bind = binds horse apoferritin like a general anesthetic. apoferritin/1-aminoanthracene competitive binding, fluorescence. 0.074% of 350,000 active. P02791. Potency, µM (series often up to 77.5 µM), for the others: at the top dose activity change, negative = displacement, hits mostly inhibitors. AID 485281; also: potency is read from the fitted curve at half-maximal effect; % is scaled to controls: 0 for no effect and ±100 for the full control effect; nearly all actives have a fitted effect of over 20% in size
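10 uM apoferritin + 50% sat. 1-AMA, PBS; cpd 10 min RT; Ex380/Em535 endpoint; normalized to free probe vs complex; 4-param Hill fit; propofol titration as pos. ctrl.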
TRHR ag = activates the human TRH receptor. TRHR cells, calcium flux fluo-8, FDSS agonist mode. AID 493084. P34981. 0.18% of 360,000 active. activation, % at 2 µM; in the data active = activation above about 30%; also: 0% is about no effect
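Read-out: compound-evoked intracellular calcium rise in TRHR cells, fluo-8 dye, kinetic FDSS fluorescence at 1 s/cycle following a 10-cycle baseline. Cells cultured overnight before dye loading (30 min–1.5 h, RT).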
Pol kappa inh = inhibitors of human DNA polymerase kappa | 0.53% of 400,000 active | Q9UBT6 | Potency, µM (series often up to 107 µM), for inactives: at the top dose activity, negative = inhibition, actives largely listed as inhibitors | AID 588579 | purified Pol kappa, fluorescent DNA synthesis assay, 10 min; also: potency is read from the fitted curve at half-maximal effect; % is scaled to controls: 0 for no effect and ±100 for the full control effect
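10 nM Pol kappa preincubated 15 min at room temperature with compounds, then reaction started with substrate at 50 nM final. Fluorescence read kinetically at 0 and 10 min; buffer-only wells served as negative control.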
Pol iota inh = blocks human DNA polymerase iota activity | Q9UNA4 | Pol iota fluorescent replication assay, 10 min | Potency, µM (titrated, usually from 115 µM), for inactives: at the top dose activity, negative = inhibition, most hits filed as inhibitors | 1% of 390,000 active | AID 588590; also: potency is read from the fitted curve at half-maximal effect
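Pol iota at 10 nM preincubated 15 min with compounds at room temperature; reaction started with fluorescent substrate, 50 nM final. Fluorescence read kinetically at 0 and 10 min; buffer-only wells as negative control.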
BLM inh = Bloom syndrome helicase (human) inhibition; P54132; recombinant BLM DNA unwinding, fluorescence dequenching; Potency, µM (series often up to 56.1 µM), inactives show top-dose activity change, negative = inhibition, usual class: inhibitors; 0.2% of 350,000 active;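 also: potency is read from the fitted curve at half-maximal effect; plate controls were vehicle for no effect and no enzyme for full effect; nearly all actives have a fitted effect of over 35% in size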
Target sequence (P54132 whole entry, looked up): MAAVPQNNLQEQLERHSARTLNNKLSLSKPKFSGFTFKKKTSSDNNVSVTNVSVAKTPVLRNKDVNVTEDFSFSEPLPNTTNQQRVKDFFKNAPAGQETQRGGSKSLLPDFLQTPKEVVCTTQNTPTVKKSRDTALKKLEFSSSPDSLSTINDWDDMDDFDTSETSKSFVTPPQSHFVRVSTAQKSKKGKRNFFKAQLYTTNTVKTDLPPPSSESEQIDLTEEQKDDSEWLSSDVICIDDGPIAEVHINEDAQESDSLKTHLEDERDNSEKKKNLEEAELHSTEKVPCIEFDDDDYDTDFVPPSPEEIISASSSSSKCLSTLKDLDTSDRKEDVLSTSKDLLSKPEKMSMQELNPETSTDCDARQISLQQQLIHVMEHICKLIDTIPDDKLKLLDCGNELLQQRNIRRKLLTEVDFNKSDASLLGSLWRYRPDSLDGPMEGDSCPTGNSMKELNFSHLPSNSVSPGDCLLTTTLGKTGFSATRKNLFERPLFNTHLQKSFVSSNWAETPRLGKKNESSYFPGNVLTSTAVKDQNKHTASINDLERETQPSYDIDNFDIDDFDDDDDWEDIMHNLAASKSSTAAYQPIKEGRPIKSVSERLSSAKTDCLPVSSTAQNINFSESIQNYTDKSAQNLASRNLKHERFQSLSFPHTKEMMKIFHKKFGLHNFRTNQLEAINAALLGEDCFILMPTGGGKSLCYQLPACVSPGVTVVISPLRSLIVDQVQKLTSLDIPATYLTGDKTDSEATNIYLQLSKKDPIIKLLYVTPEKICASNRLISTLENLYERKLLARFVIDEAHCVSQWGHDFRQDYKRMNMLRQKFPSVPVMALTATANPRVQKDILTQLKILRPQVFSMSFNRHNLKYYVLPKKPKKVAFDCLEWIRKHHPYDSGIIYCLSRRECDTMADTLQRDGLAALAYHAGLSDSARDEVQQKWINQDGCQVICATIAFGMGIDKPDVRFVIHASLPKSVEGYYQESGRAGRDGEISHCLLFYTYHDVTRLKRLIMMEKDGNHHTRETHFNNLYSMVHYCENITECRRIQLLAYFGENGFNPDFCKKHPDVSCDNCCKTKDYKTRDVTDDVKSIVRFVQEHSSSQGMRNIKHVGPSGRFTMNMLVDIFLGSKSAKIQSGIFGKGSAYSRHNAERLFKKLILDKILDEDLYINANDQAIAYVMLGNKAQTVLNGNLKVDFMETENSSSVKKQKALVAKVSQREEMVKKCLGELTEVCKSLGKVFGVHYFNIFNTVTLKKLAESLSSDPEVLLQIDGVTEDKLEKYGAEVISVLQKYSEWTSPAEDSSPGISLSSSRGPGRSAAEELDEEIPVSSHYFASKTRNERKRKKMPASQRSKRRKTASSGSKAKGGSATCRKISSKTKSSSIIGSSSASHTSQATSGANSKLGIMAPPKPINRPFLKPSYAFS
POLB inh = blocks human DNA polymerase beta activity; Pol beta primer extension/strand displacement, fluorescence kinetic; P06746; 1.3% of 340,000 active; Potency, µM (highest dose often 114 µM), inactives show at the top dose activity change, negative = inhibition, usual class: inhibitors; also: potency is read from the fitted curve at half-maximal effect; % is scaled to controls: 0 for no effect and ±100 for the full control effect
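Enzyme-only controls used 10 nM Pol beta; buffer lacking enzyme served as negative control. Compound preincubated 15 min, then 50 nM substrate added; 0 and 10 min reads at room temperature.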
APEX1 inh = blocks human APE1 abasic DNA cleavage. P27695. recombinant APE1, TAMRA/BHQ-2 abasic DNA cleavage fluorescence. Potency, µM (top dose mostly 65.8 µM), inactives show at the highest dose activity change, negative = inhibition, hits mostly inhibitors. 0.35% of 350,000 active;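 also: potency is read from the fitted curve at half-maximal effect; plate controls were vehicle for no effect and reference inhibitor for full effect; nearly all actives have a fitted effect of over 55% in size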
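APE1 at 0.75 nM final was preincubated with compound 15 min at room temperature, then 50 nM double-stranded THF abasic-site substrate (5'-TAMRA/3'-BHQ-2) was added. Fluorescence (ex 525/em 598 nm) was read kinetically; third-minus-first read gave activity.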
The depositor's hits bear a star; u = inconclusive; x = no result given; & = joins results of further samples; [ ] = dose if it differs, or a comment. Unless noted, calls follow the shape of the dose curve; as a rule, active = well fitted curve in the direction sought with a large enough effect; inconclusive = small, poorly fitted or top-dose-only effect, or another doubt; inactive = no such curve, though single readings can be large; an effect the other way counts as inactive or inconclusive. This is a subset; rates above refer to the full screens.

SMILES	ERG Ets-DNA blk	ALOX12 inh	Apoferritin bind	TRHR ag	Pol kappa inh	Pol iota inh	BLM inh	POLB inh	APEX1 inh
O=c1[nH]c(-c2ccccc2O)nc2c1CCCC2	7%	459%[activator]	-5%	0.4	2%	-2%	2%	13%	-2%
Cc1cc(C)cc(OCC(=O)NNC(=O)CCC(=O)NCc2ccccc2)c1	3%	3%	5%	-0.3	-1%	4%	1%	-2%	0%
O=C(OCc1nc2ccccc2s1)c1cccc(N2C(=O)CCC2=O)c1	-6%	0%	-19%	0.3	-5%	56%[activator]	0%	2%	-1%
Cc1ccc(NS(=O)(=O)c2ccc3[nH]c(=O)[nH]c3c2)c(C)c1	3%	-1%	-3%	0.8	3%	-3%	-3%	7%	u
CCn1c(C)[n+](CCOCC[n+]2c(C)n(CC)c3cc(Cl)c(Cl)cc32)c2cc(Cl)c(Cl)cc21	x	u	-5%	0.3	-6%	-8%	-7%	3%	2%
COC(=O)CSc1nc(-c2ccc(F)cc2)cc(C(F)(F)F)n1	1%&5%	0%&84%	-8%&-10%	-0.2&-0.3	-14%&-9%	-6%&-7%	-6%&-6%	-2%&1%	1%
CCSc1nc2ccccc2c(=O)n1-c1c(C)n(C)n(-c2ccccc2)c1=O	-3%	-1%	-5%	0.2	-6%	58%[activator]	1%	22%	-3%
CCN1CCN(C(=O)CCc2nnc(CCCCc3ccccc3)o2)[C@@H](C)C1=O	7%	-6%	-22%	1.5	1%	117%[activator]	0%	-11%	6%
Cc1cc(C)n(CC(=O)Nc2ccc(F)c(F)c2)c(=O)c1C#N	1%	-17%	-8%	0.7	-7%[60.1 µM]	24%	1%	35%	x
Cc1ccc(-c2nnc(SCC(=O)N3CCCC3)o2)cc1C	3%	u	-22%	-0.4	-1%	0%	-2%	-10%	0%
CN(C)CCNC(=O)c1cccc2[nH]c(-c3ccncc3)nc12	7%	-14%	x	x	-33%	u	x	x	x
CC(=O)Nc1ccc(SCC(=O)Nc2ccc(Cl)cn2)cc1	2%	-7%	-11%	0.1	-1%	147%[activator]	-1%	-26%	0%
CC(OC(=O)C1CC1)C(=O)Nc1cc(Cl)cc(Cl)c1 (stereo not drawn)	6%	-1%	x	x	-4%	-28%	x	x	-26%
COC(=O)C1(Cc2cc(-c3ccc([N+](=O)[O-])cc3)no2)CCN(C(=O)OC(C)(C)C)CC1	-7%	-26%	x	0.0	-2%	30%[activator]	x	x	11%
COc1cc(NC(=S)Nc2ccc(S(=O)(=O)N3CCOCC3)cc2)cc(OC)c1OC	x	-9%	-19%	-0.4	-2%	3%	-1%	19%	-1%
CN(Cc1ccccc1)C(=O)CCC1CCN(S(=O)(=O)N(C)C)CC1	-12%	-9%	-13%	-0.1	-20%	u	-1%	20%	15%
CCc1nnc(NC(=O)C2CCCN(S(=O)(=O)c3ccccc3)C2)s1 (stereo not drawn)	x	9%	-15%	-0.3	-6%	6%	-2%	0%	6%
CCC(C)(c1nnnn1-c1c(C)cccc1C)N(N=O)c1cccc(C(F)(F)F)c1 (stereo not drawn)	6%	-13%	-17%	0.4	-9%	-3%	-6%	-2%	2%
CCc1cccc(C)c1NC(=O)CO/N=C(\N)CC(=O)NC1CCCCC1	-11%	12%	-6%	1.3	9%	6%	-3%	22%	-1%
CC(C)CCN1CCN(Cc2ccc3nsnc3c2)CC1CCO (stereo not drawn)	3%	1%	-11%	-2.5	-18%	25%	-2%	-1%	-4%
CCOc1cccc(C(=O)Nc2cc(-c3nn4c(C)nnc4s3)ccc2C)c1	-1%	9%[57.4 µM]	-9%	0.2	2%	4%	-2%	0%	-4%
COc1ccccc1-c1nc(C#N)c(NCc2ccc(F)cc2)o1	-12%	0%&-27%	-14%	-1.0	-1%	-4%	-3%	10%	-4%
Cc1cc(NC(=O)c2c(F)cccc2Cl)no1	0%	-2%	-2%	-0.5	-3%	92%[activator]	1%	2%	1%
O=C(CC12CC3CC(CC(C3)C1)C2)NC(=S)NCc1ccco1	1%	28µM*	-20%	0.6	-23%	u	-12%	36%	3%
O=C(CCc1ccccc1)NNC(=O)c1ccncc1	14%	-26%	x	x	4%	27%	x	x	8%

Next part, overlapping the part above by four compounds.
SMILES	ERG Ets-DNA blk	ALOX12 inh	Apoferritin bind	TRHR ag	Pol kappa inh	Pol iota inh	BLM inh	POLB inh	APEX1 inh
COc1ccccc1-c1nc(C#N)c(NCc2ccc(F)cc2)o1	-12%	0%&-27%	-14%	-1.0	-1%	-4%	-3%	10%	-4%
Cc1cc(NC(=O)c2c(F)cccc2Cl)no1	0%	-2%	-2%	-0.5	-3%	92%[activator]	1%	2%	1%
O=C(CC12CC3CC(CC(C3)C1)C2)NC(=S)NCc1ccco1	1%	28µM*	-20%	0.6	-23%	u	-12%	36%	3%
O=C(CCc1ccccc1)NNC(=O)c1ccncc1	14%	-26%	x	x	4%	27%	x	x	8%
CCCCCCc1cc2cc(S(=O)(=O)c3ccc(Cl)cc3)c(=O)oc2cc1O	6%	u	-8%	12	-6%	3%	-18%	-12%	6%
CC(OC(=O)c1cc(Br)ccc1O)C(=O)NCc1ccc2c(c1)OCO2 (stereo not drawn)	-2%	-24%	x	1.5	5%	20%	x	x	6%
Cn1ncc2c(NNC(=O)Cc3cccc4ccccc34)ncnc21	-1%	11%	-7%	-0.1	0%	69%[activator]	-11%	-1%	-8%
CCN1CCc2c(OCC(=O)N3N=C(c4cccs4)CC3c3ccc(F)cc3)cccc2C1=O (stereo not drawn)	-9%	-2%	-2%	-0.9	-11%	-11%	-5%	-14%	-7%
Cc1ccc(C)c(NC(=S)c2ccccn2)c1	-5%	u	-25%	-0.2	-20%	2%	-1%	2%	-5%
Cc1ccc(C(=O)NCCc2cccs2)cc1	4%	4%	-16%	0.6	-2%	-8%	-3%	4%	-4%
COc1ccc(OC)c(/C(C)=N\NC(=O)c2cc3cc(Cl)ccc3n2C)c1	-2%	11%	-14%	-0.1	1%	-17%	-4%	4%	51%[activator]
CCOC(=O)C(CC)Sc1nnc2[nH]c(=O)cc(C)n12 (stereo not drawn)	1%	u	5%	0.4	-12%[60.1 µM]	3%	3%	-30%	x
CN(CC(=O)Nc1c(Cl)cccc1Cl)C(=O)c1ccccc1-c1nc2ccccc2s1	x	0%	x	-0.8	0%	17%	x	x	7%
C1=CC2CC1CC2CNCc1ccco1 (stereo not drawn)	-1%	-4%	u	0.7	-8%	-11%	-4%	-11%	0%
COC(=O)CN1C(=O)[C@H]2[C@@H](C3CC3)N3C(=O)CN(Cc4ccc(-c5ccccc5)cc4)C(=O)[C@@]3(Cc3ccccc3)[C@H]2C1=O	14%	-12%	-18%	-0.3	-1%	u	-8%	27%	13%
COc1ccc(C2CC(=O)C=C(NCC3CCCO3)C2)cc1 (stereo not drawn)	0%	u	-13%	0.1	-2%	1%	1%	11%	-2%
O=C(O)CSCc1ccc(C(=O)O)o1	-3%	u	-5%	0.4	-4%	9%	3%	u	u
O=C(O)c1ccc(N/N=C/c2cc3cc4c(cc3nc2Cl)OCCO4)cc1	23%	-15%	-6%	1.7	-28%	u	-7%	-12%	u
CSCC[C@H](NC(=O)N1CCn2c1nc1ccccc12)C(=O)NCc1ccc(F)cc1	8%	11%	37%[activator]	0.6	u	u	0%	9%	-10%
CCOC(=O)C1CCCN(C(=O)c2ccccc2NC(C)=O)C1 (stereo not drawn)	1%	0%	1%	0.1	-10%	-6%	4%	7%	-4%
Cn1c(N)c(N=Nc2ccc(S(N)(=O)=O)cc2)c(=O)n(C)c1=O	-1%	u	-3%	0.4	-16%	-28%	-5%	u	-1%
N#Cc1ccc(NC(=O)CCc2nc3ccccc3s2)cc1	-5%	-20%	8%	-0.4	-11%	-41%	-1%	u	13%
CCN(C[C@H]1N[C@@](C)(C(=O)OC)[C@H]2C(=O)N(Cc3ccccc3)C(=O)[C@@H]12)C(=O)c1ccccc1	4%	-19%	x	x	-3%	u	x	x	-4%
Cc1ccc(-n2nc3c(N4CCC(C(=O)NCCC(C)C)CC4)nnc(C)c3c2C)cc1	2%	u	50%[activator]	-0.5	-12%	6%	-3%	-2%	x
Cc1nc(/N=C\c2ccc(N(C)C)cc2)sc1C	9%	3%	x	-0.4	0%	40%[activator]	x	x	12%
COc1cccc(C2C(C#N)=C(N)SC(c3ccccc3)C2[N+](=O)[O-])c1 (stereo not drawn)	-18%	-13%	-16%	0.2	-24%	33%[activator]	-15%	2%	-5%
CC(=O)Nc1ccc(Sc2ncnc3scc(-c4ccccc4)c23)cc1	2%	-26%	2%	-0.1	-5%	6%	-4%	-5%	2%
O=[N+]([O-])c1cc(C(F)(F)F)ccc1NCCCCNS(=O)(=O)c1ccc2ccccc2c1	2%	12%	u	0.4	-13%	10%	0%	24%	-3%
CCCCCCCC(=O)N/N=C(\C)c1ccc(N)cc1	x	x	u	-0.5	x	x	-6%	0%	-4%
Cn1c(N)c(-c2nc3cccnc3n2C)sc1=S	3%	4%	-2%	-0.3	-7%	25%	-2%	-11%	0%
Cc1ccc(S(=O)(=O)N2CCC(C(=O)Nc3ccccc3N3CCCC3)CC2)cc1	-7%	u	x	0.5	3%	6%	x	x	28%
CCN(C(=O)c1cc2c(=O)[nH]c3ccc(C)cc3c2s1)c1ccc(OC)cc1	6%	0%	-12%	-0.5	-6%	-22%	-3%	9%	-1%
COc1ccc(-n2ccn(CC(=O)Nc3ccc(C)cc3C)c(=O)c2=O)cc1	1%	-17%	-2%	0.5	-3%	0%	-1%	21%	x
